Screening data from PubChem.
EphB4 ephrin blk: antagonists of human EphB4-ephrin-B2 interaction | EphB4 LBD / TNYL-RAW-Alexa532 peptide, fluorescence polarization | inhibition, % at 7 µM | 97,000 compounds, 0.15% hits | AID 720;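 active = inhibition above the screen-wide mean inhibition plus 3 SD, cut at about 15% in these data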;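 also: 0% = DMSO wells and 100% = excess unlabeled TNYL-RAW peptide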
CYP2C19 activ: cytochrome P450 2C19 (human) activation | P33261 | recombinant CYP2C19, luciferin-H EGE luminescence; hits give high values; 0 = fully inhibited enzyme, 1 = untreated enzyme | activation factor at 5 µM | 96,000 tested, under 10 active | AID 1025;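 active = activation factor of at least 2 at 5 µM in the primary screen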;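 also: 0 = wells with 2.5 mM tranylcypromine and 1 = vehicle-only wells; values of inactives mirror those of a sister screen read the other way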
CYP2C9 inhib: blocks human cytochrome P450 2C9. P11712. CYP2C9 Supersomes, luciferin-H conversion, luminescence. inhibition, % at 5 µM. 96,000 compounds, 20% hits. AID 777;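 active = blocking of liver enzyme CYP2C9 beyond about 50% at 5 µM, limit read from the data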; also: values of inactives mirror those of a sister screen read the other way
CYP2C9 activ: activators of human CYP2C9; AID 1024; 96,000 compounds, 1.4% hits; activation factor at 5 µM; P11712; recombinant CYP2C9, luciferin-H conversion, luminescence; hits give high values; factor 1 = untreated enzyme, 0 = blocked;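 active = activation factor of 2 or more for CYP2C9 at a 5 µM dose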;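 also: 0 = sulfaphenazole-blocked wells and 1 = vehicle-only wells; values of inactives mirror those of a sister screen read the other way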
CYP2C19 inhib: inhibitors of human CYP2C19. P33261. inhibition, % at 5 µM. 96,000 compounds, 21% hits. CYP2C19 Supersomes, luciferin-H EGE luminescence, 30 min;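 active = CYP2C19 inhibition above a set limit at 5 µM in the primary screen, cut at about 50% in these data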;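 also: plate controls were negative control wells for no effect and 2.5 mM tranylcypromine positive control for full effect; values of inactives mirror those of a sister screen read the other way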
PLAP activator: activates human placental alkaline phosphatase; P05187; purified PLAP enzyme, luminescent substrate read-out; hits give high values; activation fold at 20 µM; 96,000 compounds, 1.2% hits; AID 696; in the data active = activation fold above about 2
Rev-RRE block: inhibitors of HIV-1 Rev-RRE RNA interaction. P05866. Rev peptide-RRE RNA binding, FRET. inhibition, % at 8 µM. 97,000 compounds, 0.79% hits. AID 704;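 active = inhibition above the screen-wide mean plus 3 SD, cut at about 35% in these data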;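 also: 0% = median DMSO wells and 100% = median Neomycin B control wells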
Target sequence (P05866 whole entry, looked up): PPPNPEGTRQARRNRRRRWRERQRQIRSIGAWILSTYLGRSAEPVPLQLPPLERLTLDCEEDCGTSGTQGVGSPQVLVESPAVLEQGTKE
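System: Cy5-labelled duplex RRE RNA binding fluorescein-labelled HIV Rev peptide; Signal: fluorescein-to-Cy5 FRET, 480 nm excitation; Also added: labelled Rev peptide; Compound: one concentration, 8 µM nominal; Buffer or medium: HEPES pH 7.5 salt buffer with EDTA; Read-out: % inhibition of FRET ratio versus controls; Schedule: 5 min preincubation and 15 min binding, 25 °C.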
PLK1 PBD inh: Plk1 (human) PBD binding inhibition. P53350. Plk1 PBD phosphopeptide binding, fluorescence polarization. inhibition, %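 (tested at about 20 µM)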. 97,000 compounds, 0.13% hits; in the data active = inhibition above about 34%, passing the limit was not always enough
Target sequence (P53350 whole entry, looked up): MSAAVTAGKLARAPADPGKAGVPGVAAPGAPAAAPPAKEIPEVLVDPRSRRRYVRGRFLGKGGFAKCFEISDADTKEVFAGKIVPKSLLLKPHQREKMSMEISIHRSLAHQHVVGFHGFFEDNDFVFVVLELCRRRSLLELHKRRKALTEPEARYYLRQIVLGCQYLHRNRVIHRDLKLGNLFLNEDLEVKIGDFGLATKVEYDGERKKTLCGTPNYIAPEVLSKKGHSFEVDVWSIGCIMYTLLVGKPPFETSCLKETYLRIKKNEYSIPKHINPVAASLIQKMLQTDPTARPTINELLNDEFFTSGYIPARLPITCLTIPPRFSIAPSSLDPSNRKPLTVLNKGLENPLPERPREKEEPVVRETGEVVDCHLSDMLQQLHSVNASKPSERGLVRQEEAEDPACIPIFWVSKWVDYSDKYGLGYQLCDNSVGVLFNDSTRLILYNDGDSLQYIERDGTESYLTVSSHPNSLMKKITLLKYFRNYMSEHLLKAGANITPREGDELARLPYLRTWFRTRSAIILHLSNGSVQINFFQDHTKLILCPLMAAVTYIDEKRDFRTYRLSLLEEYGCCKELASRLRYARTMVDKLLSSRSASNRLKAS
PLK1 kinase inh: blocks human PLK1 kinase activity; recombinant PLK1 kinase, TR-FRET peptide phosphorylation; inhibition, % at 10 µM; 97,000 compounds, 0.53% hits; AID 619;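 active = inhibition of 50% or more in the single-concentration screen; inactive = inhibition below 50%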;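 also: 0% = DMSO max control and 100% = H-89 dihydrochloride min control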
* = called active by the depositor.

Results for Cc1ccc(NC(=O)Nc2ccccc2C(=O)NCc2ccccc2)cc1 ?
EphB4 ephrin blk: -1; CYP2C19 activ: 1; CYP2C9 inhib: 14; CYP2C9 activ: 0.9; CYP2C19 inhib: 3; PLAP activator: 0.8; Rev-RRE block: 1; PLK1 PBD inh: 14; PLK1 kinase inh: -11

What do the screens show for `O=C(OCC(=O)N1CCCc2ccccc21)C1CCN(S(=O)(=O)c2cccs2)CC1`?
EphB4 ephrin blk: -3; CYP2C19 activ: 0.7; CYP2C9 inhib: 11; CYP2C9 activ: 0.9; CYP2C19 inhib: 31; PLAP activator: 1.5; Rev-RRE block: 12; PLK1 PBD inh: 2; PLK1 kinase inh: 2

How did Cc1cc(C)cc(NC2=NCC(=O)N2Cc2ccccc2)c1 do in these assays?
EphB4 ephrin blk: -1; CYP2C19 activ: 0.9; CYP2C9 inhib: 7; CYP2C9 activ: 0.9; CYP2C19 inhib: 14; PLAP activator: 0.9; Rev-RRE block: 3; PLK1 PBD inh: 7; PLK1 kinase inh: -9

Results for OCCN1CCN(C(=S)NCCc2ccccc2)CC1 ?
EphB4 ephrin blk: -7; CYP2C19 activ: 0.8; CYP2C9 inhib: -3; CYP2C9 activ: 1; CYP2C19 inhib: 22; PLAP activator: 0.9; Rev-RRE block: 2; PLK1 PBD inh: -18; PLK1 kinase inh: -14

What do the screens show for `Cc1cc(OCCOc2cccc3cccnc23)c(C)cc1Cl`?
EphB4 ephrin blk: 5; CYP2C19 activ: 0.3; CYP2C9 inhib: -170; CYP2C9 activ: 2.7*; CYP2C19 inhib: 73*; PLAP activator: 1.1; Rev-RRE block: 17; PLK1 PBD inh: 6; PLK1 kinase inh: -14

Results for COc1ccc(C(=O)O/N=C(\N)Cc2ccc(Cl)cc2)cc1OC ?
EphB4 ephrin blk: -1; CYP2C19 activ: 0.9; CYP2C9 inhib: -15; CYP2C9 activ: 1.1; CYP2C19 inhib: 5; PLAP activator: 0.9; Rev-RRE block: 1; PLK1 PBD inh: -22; PLK1 kinase inh: -12

What do the screens show for `CC(C)=CC(=O)Nc1ccccc1C(N)=O`?
EphB4 ephrin blk: -1; CYP2C19 activ: 1.1; CYP2C9 inhib: -13; CYP2C9 activ: 1.1; CYP2C19 inhib: -6; PLAP activator: 1; Rev-RRE block: 10; PLK1 PBD inh: -20; PLK1 kinase inh: -23

Results for CC(C)CCNC(=O)CCCn1c(=O)[nH]c2ccc(Br)cc2c1=O ?
EphB4 ephrin blk: -1; CYP2C19 activ: 0.7; CYP2C9 inhib: 40; CYP2C9 activ: 0.6; CYP2C19 inhib: 25; PLAP activator: 1.2; Rev-RRE block: 8; PLK1 PBD inh: -9; PLK1 kinase inh: 2

What do the screens show for `O=C(CN(C(=O)Cn1nnc(-c2ccccc2F)n1)c1cccc2c1CCCC2)NCc1ccccc1`?
EphB4 ephrin blk: -6; CYP2C19 activ: 0.8; CYP2C9 inhib: 96*; CYP2C9 activ: 0; CYP2C19 inhib: 23; Rev-RRE block: 3; PLK1 PBD inh: -24; PLK1 kinase inh: -2

How did Cc1ccc2cc(C(c3nnnn3C(C)(C)C)N3CCCC3)c(=O)[nH]c2c1C (stereo unspecified) do in these assays?
CYP2C19 activ: 0.8; CYP2C9 inhib: 30; CYP2C9 activ: 0.7; CYP2C19 inhib: 18; PLAP activator: 1.6

What do the screens show for `Cc1ccc(N2C(=O)c3ccc(C(=O)NCCN4CCOCC4)cc3C2=O)cc1`?
EphB4 ephrin blk: 1; CYP2C19 activ: 1; CYP2C9 inhib: 4; CYP2C9 activ: 1; CYP2C19 inhib: -4; PLAP activator: 1.1; Rev-RRE block: -1; PLK1 PBD inh: 1; PLK1 kinase inh: -6

How did CCN(CC)c1ccc2c(c1)C(=O)N(C)C2=O do in these assays?
EphB4 ephrin blk: 3; CYP2C19 activ: 0.7; CYP2C9 inhib: 28; CYP2C9 activ: 0.7; CYP2C19 inhib: 34; PLAP activator: 1.1; Rev-RRE block: 33; PLK1 PBD inh: -21; PLK1 kinase inh: -12

What do the screens show for `CCOC(=O)C1CCN(S(=O)(=O)c2c(C)n(C)c(=O)n(C)c2=O)CC1`?
EphB4 ephrin blk: -8; CYP2C19 activ: 1; CYP2C9 inhib: -7; CYP2C9 activ: 1.1; CYP2C19 inhib: 2; PLAP activator: 1; Rev-RRE block: 3; PLK1 PBD inh: -18; PLK1 kinase inh: -6

How did Nc1ccc(-n2nncc2-c2ccc(Cl)cc2)cc1 do in these assays?
EphB4 ephrin blk: 3; CYP2C19 activ: 0.4; CYP2C9 inhib: 57*; CYP2C9 activ: 0.4; CYP2C19 inhib: 64*; PLAP activator: 0.8; Rev-RRE block: 5; PLK1 PBD inh: -33; PLK1 kinase inh: -12

How did CCCCNc1c(C(=O)OCC)c(=O)[nH]c2ccccc12 do in these assays?
EphB4 ephrin blk: -5; CYP2C19 activ: 1; CYP2C9 inhib: 6; CYP2C9 activ: 0.9; CYP2C19 inhib: 5; PLAP activator: 0.9; Rev-RRE block: 2; PLK1 PBD inh: -9; PLK1 kinase inh: -8

Results for Cc1cccc(CSc2nnc(-c3ccco3)n2C)c1 ?
EphB4 ephrin blk: 1; CYP2C19 activ: 0.6; CYP2C9 inhib: 3; CYP2C9 activ: 1; CYP2C19 inhib: 37; PLAP activator: 0.9; Rev-RRE block: 4; PLK1 PBD inh: -3; PLK1 kinase inh: 3

How did CN(Cc1ccccc1)C(=O)CCC(=O)N(C)Cc1ccccc1 do in these assays?
EphB4 ephrin blk: 1; CYP2C19 activ: 1; CYP2C9 inhib: -13; CYP2C9 activ: 1.1; CYP2C19 inhib: -4; PLAP activator: 0.9; Rev-RRE block: 0; PLK1 PBD inh: -31; PLK1 kinase inh: -3

What do the screens show for `CCCN1C=CC(=C2C(=O)c3ccccc3C2=O)C=C1`?
CYP2C19 activ: 0.2; CYP2C9 inhib: 58*; CYP2C9 activ: 0.4; CYP2C19 inhib: 76*; PLAP activator: 0.8

Results for C=CCNC(=O)NC(=O)COC(=O)CCCSc1nc2ccccc2[nH]1 ?
EphB4 ephrin blk: -4; CYP2C19 activ: 0.8; CYP2C9 inhib: -20; CYP2C9 activ: 1.2; CYP2C19 inhib: 16; PLAP activator: 0.8; Rev-RRE block: -2; PLK1 PBD inh: 20; PLK1 kinase inh: -8

How did CN1OC(CC(=O)O)N(c2ccc(Cl)cc2)C1=O (stereo unspecified) do in these assays?
EphB4 ephrin blk: 3; CYP2C19 activ: 1; CYP2C9 inhib: 7; CYP2C9 activ: 0.9; CYP2C19 inhib: 2; PLAP activator: 1; Rev-RRE block: 9; PLK1 PBD inh: -11; PLK1 kinase inh: -9

How did COc1cccc(C(=O)Cn2c(N3CCCCC3)nc3c2c(=O)n(C)c(=O)n3C)c1 do in these assays?
CYP2C19 activ: 0.8; CYP2C9 inhib: 27; CYP2C9 activ: 0.7; CYP2C19 inhib: 21; PLAP activator: 1.2

Results for CCCCOC(=O)Nc1nc(C)c(C(=O)OCC)s1 ?
EphB4 ephrin blk: -7; CYP2C19 activ: 0.6; CYP2C9 inhib: 29; CYP2C9 activ: 0.7; CYP2C19 inhib: 40; PLAP activator: 1.2; Rev-RRE block: 8; PLK1 PBD inh: -3; PLK1 kinase inh: -15

How did O=C(CSc1nc2c(c(=O)n1-c1ccc(Br)cc1)SCC2)Nc1nccs1 do in these assays?
EphB4 ephrin blk: -3; CYP2C19 activ: 0.4; CYP2C9 inhib: 27; CYP2C9 activ: 0.7; CYP2C19 inhib: 61*; PLAP activator: 1.1; Rev-RRE block: 1; PLK1 PBD inh: 1; PLK1 kinase inh: -8

What do the screens show for `COc1cc2[nH]c(=O)n(CCC(=O)NCCC(C)C)c(=O)c2cc1OC`?
EphB4 ephrin blk: 2; CYP2C19 activ: 0.9; CYP2C9 inhib: 43; CYP2C9 activ: 0.6; CYP2C19 inhib: 6; PLAP activator: 1.2; Rev-RRE block: -1; PLK1 PBD inh: 20; PLK1 kinase inh: -1

Results for Brc1cccc(OCCOCCn2ccnc2)c1 ?
EphB4 ephrin blk: -4; CYP2C19 activ: 0; CYP2C9 inhib: 99*; CYP2C9 activ: 0; CYP2C19 inhib: 100*; PLAP activator: 1; Rev-RRE block: 2; PLK1 PBD inh: -2; PLK1 kinase inh: -1

How did Cc1cc(C)n2nc(S(=O)(=O)N(C)c3ccccc3)nc2n1 do in these assays?
EphB4 ephrin blk: -7; CYP2C19 activ: 0.9; CYP2C9 inhib: -22; CYP2C9 activ: 1.2; CYP2C19 inhib: 6; PLAP activator: 1; Rev-RRE block: 3; PLK1 PBD inh: -7; PLK1 kinase inh: -18

How did CSc1nnc(Cc2cc(=O)[nH]c(=O)[nH]2)n1-c1cccc(C)c1 do in these assays?
EphB4 ephrin blk: 3; CYP2C19 activ: 1.2; CYP2C9 inhib: -8; CYP2C9 activ: 1.1; CYP2C19 inhib: -22; PLAP activator: 1.1; Rev-RRE block: 9; PLK1 PBD inh: -3; PLK1 kinase inh: -8

How did CC(O)c1c(OCc2ccccc2)ncnc1OCc1ccccc1 (stereo unspecified) do in these assays?
EphB4 ephrin blk: 5; CYP2C19 activ: 0.6; CYP2C9 inhib: 33; CYP2C9 activ: 0.7; CYP2C19 inhib: 39; PLAP activator: 1.1; Rev-RRE block: 5; PLK1 PBD inh: 22; PLK1 kinase inh: -9

How did CC(CC(=O)O)CC(=O)Nc1ccc(S(N)(=O)=O)cc1 (stereo unspecified) do in these assays?
EphB4 ephrin blk: 1; CYP2C19 activ: 1.2; CYP2C9 inhib: -14; CYP2C9 activ: 1.1; CYP2C19 inhib: -16; PLAP activator: 0.9; Rev-RRE block: 10; PLK1 PBD inh: -3; PLK1 kinase inh: -5

Results for Cc1ccc2nsnc2c1S(=O)(=O)N(CCO)Cc1cc2cc3c(cc2[nH]c1=O)OCCO3 ?
CYP2C19 activ: 1; CYP2C9 inhib: 16; CYP2C9 activ: 0.8; CYP2C19 inhib: -2; PLAP activator: 1.1

How did O=C(NCCCC(=O)N1CCOCC1)c1cccnc1 do in these assays?
EphB4 ephrin blk: 4; CYP2C19 activ: 1; CYP2C9 inhib: -8; CYP2C9 activ: 1.1; CYP2C19 inhib: -1; PLAP activator: 1.2; Rev-RRE block: 3; PLK1 PBD inh: 11; PLK1 kinase inh: -14

How did Cc1cc(C(=O)OCC(=O)N2CCN(C(=O)c3ccco3)CC2)c(C)n1-c1ccc(F)cc1 do in these assays?
EphB4 ephrin blk: -3; CYP2C19 activ: 0.5; CYP2C9 inhib: 42; CYP2C9 activ: 0.6; CYP2C19 inhib: 48; PLAP activator: 1.5; Rev-RRE block: 1; PLK1 PBD inh: 11; PLK1 kinase inh: -17

How did COc1cc(/C=C2\S/C(=N/S(=O)(=O)c3ccc(C)cc3)NC2=O)c([N+](=O)[O-])cc1OC do in these assays?
EphB4 ephrin blk: -3; Rev-RRE block: 17; PLK1 PBD inh: 9; PLK1 kinase inh: -7

How did COc1ccc(C(=O)c2ccc(OC)c(N)c2)cc1N do in these assays?
EphB4 ephrin blk: -6; CYP2C19 activ: 0.8; CYP2C9 inhib: -156; CYP2C9 activ: 2.6*; CYP2C19 inhib: 22; PLAP activator: 1.3; Rev-RRE block: 2; PLK1 PBD inh: -16; PLK1 kinase inh: -9

What do the screens show for `CCCn1nnc(NC(=O)c2ccc(F)cc2)n1`?
EphB4 ephrin blk: 2; CYP2C19 activ: 0.7; CYP2C9 inhib: 20; CYP2C9 activ: 0.8; CYP2C19 inhib: 26; PLAP activator: 0.9; Rev-RRE block: 5; PLK1 PBD inh: -11; PLK1 kinase inh: -10
